# ER stress rescue = protection against thapsigargin-triggered cell killing – 384-well, CSM14.1, ATP luminescence, primary screen (AID 1222); 190,000 tested, under 10 active; one-dose cellular ATP content (survival), % at 20 µM; EC50 in µM for titrated hits; CSM14.1 thapsigargin-induced death rescue, ATP luminescence; higher % means a stronger effect;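 active = EC50 below 50 µM in the dose-response confirmation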;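 note: death triggered by thapsigargin at about 15 µM added after 2 h compound pretreatment; cell ATP read after overnight thapsigargin exposure of roughly 18 to 22 hours; normalized against plate controls of thapsigargin alone and 5% DMSO vehicle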
# West Nile antiviral = inhibition of WNV-induced cytopathic effect – cell-based, CPE readout (AID 1621). West Nile virus-infected cells, CPE inhibition; higher % means a stronger effect. CPE inhibition, % at 10 µM; hits with a dose series show IC50 in µM. 0.02% of 290,000 active; in the data active = a potency from the dose series; inconclusive = CPE inhibition mostly from about 3.7% at the one dose, without a potency; inactive = the rest, 99 in 100 with CPE inhibition below about 2.2%; note: strong numbers were not always called active
# PhoP inhibition = PhoP-dependent GFP reporter repression – Salmonella Typhimurium, primary screen (AID 1863). S. Typhimurium PhoP-regulated promoter GFP reporter, 4 h; higher % means a stronger effect. inhibition, % at 50 µM; hits with a dose series show IC50 in µM. 0.16% of 300,000 active;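 active = inhibition over 29.93%, a cutoff 3 SD above the screen mean, later confirmed by dose response; inconclusive = inhibition over 29.93% but no dose response follow-up; inactive = inhibition at most 29.93% or unconfirmed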;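 note: 0% = low Mg2+ inducing control and 100% = high Mg2+ repressing control; strong numbers were not always called active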
# NS5 inhibitors = Dengue-2 NS5 methyltransferase inhibitors, primary screen, biochemical, confirmation dose response (AID 588689). Dengue-2 NS5 methyltransferase capping enzyme assay, biochemical; higher % means a stronger effect. inhibition, % at 25 µM; hits with a dose series show IC50 in µM. 0.3% of 340,000 active; in the data active = a potency from the dose series; inconclusive = inhibition above about 29% without an active follow-up result
# GPR35 antagonists = GPR35 antagonists blocking zaprinast-driven arrestin recruitment, primary screen, imaging, U2OS, beta-arrestin-GFP, zaprinast agonist (AID 2058); 0.052% of 290,000 active; one-dose inhibition, % at 10 µM; IC50 in µM for titrated hits; U2OS GPR35 beta-arrestin-GFP translocation imaging, zaprinast antagonism; higher % means a stronger effect;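 active = inhibition of at least 50% with at least 30 cells and total cytoplasm GFP at most 10,000,000; inconclusive = under 30 cells or total GFP of 10,000,000 plus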
# SV40 large T antigen = TAg ATPase/helicase activity blockers – biochemical (AID 1903); inhibition, % at 20 µM; hits with a dose series show IC50 in µM; SV40 large T antigen ATPase/helicase inhibition assay; higher % means a stronger effect; 0.39% of 310,000 active; in the data active = a potency from the dose series; inconclusive = inhibition mostly from about 32% at the one dose, without a potency; inactive = the rest, 99 in 100 with inhibition below about 32%; note: strong numbers were not always called active
# RSV antiviral HEp-2 = RSV antiviral activity via CPE protection, HEp-2 cells, primary 10 µM value included (AID 2391) | HEp-2 cells, RSV-induced CPE inhibition; higher % means a stronger effect | CPE inhibition, % at 10 µM; hits with a dose series show IC50 in µM | 0.13% of 310,000 active; in the data active = a potency from the dose series; inconclusive = CPE inhibition mostly from about 23% at the one dose, without a potency; inactive = the rest, 99 in 100 with CPE inhibition below about 21%; note: strong numbers were not always called active
# LYP inhibition = inhibitors of LYP phosphatase, biochemical, fluorescence intensity, uHTS (AID 1779); recombinant LYP phosphatase, fluorescence intensity; higher % means a stronger effect; one-dose inhibition, % at 11.5 µM; IC50 in µM for titrated hits; 0.054% of 290,000 active; in the data active = inhibition above about 50%;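 note: plate controls were vehicle with enzyme for no effect and no enzyme for full effect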
# Rac1 GTP hydrolysis = MgcRacGAP GTPase-activating activity inhibitors, confirmation, biochemical, ADP Hunter fluorescence. inhibition, % at 30 µM, or IC50 in µM where a hit was titrated. MgcRacGAP-stimulated Rac1 GTP hydrolysis, ADP Hunter fluorescence; higher % means a stronger effect; GST-tagged Rac1 F28L mutant substrate. 0.6% of 340,000 active;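 active = first-screen hits whose inhibition reached a set limit at any dose in the follow-up dose series; inconclusive = inhibition above the set first-screen limit but never retested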;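 note: fluorescence reports GDP produced by GAP-driven GTP hydrolysis; strong numbers were not always called active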
# NS5 inhibitors pilot replicate = recorded beside NS5 inhibitors, whose call it bears; inhibition, %; measured here: pilot screen replicate inhibition
# Active calls of the source: *; ? = inconclusive; . = not tested or not shown.
SMILES,ER stress rescue,West Nile antiviral,PhoP inhibition,NS5 inhibitors,GPR35 antagonists,SV40 large T antigen,RSV antiviral HEp-2,LYP inhibition,Rac1 GTP hydrolysis,others
O=C(CN1C(=O)S/C(=C\c2cccs2)C1=O)Nc1ccc(C(=O)O)c(O)c1,.,0.3%,-5.2%,15.0%,-11.1%,13.4%,5.8%,-2.0%,15.1%,
CCOc1ccc(CCNC(=O)COC(=O)c2ccc(C)c([N+](=O)[O-])c2)cc1OCC,.,-0.5%,6.5%,-5.8%,-0.4%,10.8%,0.6%,-3.2%,10.6%,
COc1cccc(CNC(=O)CNS(=O)(=O)c2ccc(Br)s2)c1,.,-0.3%,-7.7%,-1.6%,0.7%,8.8%,1.1%,-7.4%,1.9%,
COc1ccc(/C=C/C2=Nc3ccccc3NC(C)(C)C2)cc1OC,.,0.5%,-3.7%,-8.5%,7.8%,10.4%,0.8%,-6.1%,10.9%,
CCn1nc(NC(=O)CC(C)C)c2cc3cccc(C)c3nc21,.,-1.2%,3.3%,-1.9%,-19.3%,7.8%,2.6%,-11.8%,2.9%,
N#C/C(=C\c1ccncc1)c1nc2c(s1)CCCC2,0.6%,-0.1%,-7.0%,5.3%,-3.2%,5.5%,39.8%,-6.4%,1.8%,
C(=N\NCc1ccccc1)/c1ccc2nccnc2c1,.,-0.2%,2.3%,.,-0.4%,7.1%,1.0%,-6.4%,.,
COc1ccccc1CCC(=O)OCC(=O)Nc1c(C)nn(-c2ccccc2)c1C,.,.,2.3%,-3.6%,.,9.6%,-1.0%,.,5.2%,
O=C(COC(=O)C1CCN(S(=O)(=O)c2c(Cl)cccc2Cl)CC1)NCc1ccco1,.,.,0.4%,-2.2%,.,25.7%,-2.0%,.,-0.9%,
CCN(CC(=O)Nc1cc(Cl)ccc1C)C(=O)Cn1c(=O)cnc2ccccc21,.,.,-5.5%,-2.9%,.,15.7%,-1.4%,.,2.9%,
Cc1ccc(N2C(=O)C(Cl)=C(Nc3c(C)n(C)n(-c4ccccc4)c3=O)C2=O)cc1,-1.5%,-0.2%,-7.0%,6.2%,-12.4%,11.1%,1.8%,-1.7%,8.7%,
COc1cc(OC)nc(Oc2ccccc2C(=O)Oc2ccc(Cl)cc2)n1,-0.1%,-0.3%,7.4%,-3.5%,3.4%,4.5%,2.8%,-4.2%,8.5%,
O=C1N/C(=C\c2ccccc2)c2ccccc21,.,3.0%,-4.0%,-4.8%,6.6%,3.0%,0.5%,1.5%,13.7%,
O=C(CCl)c1cc2c3c(c1)CC(=O)N3CCC2,.,-1.7%,1.5%,-2.4%,11.1%,40.6µM*,3.6%,-9.5%,?,
COc1cc(OC)c(NC(C)C(=O)N2CCCC2)cc1Cl (stereo not drawn),0.3%,0.3%,-3.0%,3.1%,-11.3%,23.5%,0.8%,-3.5%,12.6%,
Cc1nn(C(C)C(=O)N2CCOCC2)c(=O)c2nn(-c3ccccc3)c(C)c12 (stereo not drawn),.,0.4%,8.6%,-4.4%,-9.1%,4.4%,.,-7.7%,12.4%,
CC(C)CC(=O)OCC(=O)Nc1ccccc1Sc1ccccc1,8.8%,-1.1%,-10.3%,8.0%,5.8%,8.3%,1.0%,-4.1%,9.7%,
O=C1c2ccccc2CN1C(CO)Cc1ccccc1 (stereo not drawn),.,0.4%,-4.1%,-2.3%,-1.2%,4.5%,0.6%,1.4%,3.7%,
COc1ccccc1CN1CC(C(=O)NCc2cccc(C)n2)CCC1=O (stereo not drawn),.,0.0%,5.4%,-6.8%,17.6%,0.0%,-0.5%,-8.9%,13.3%,
S=C(NC1CC1)N1CCCc2ccccc21,.,-0.3%,3.2%,-1.3%,1.1%,-0.3%,-0.7%,-5.4%,3.0%,
FC(F)(F)c1cccnc1-n1cncn1,.,-0.4%,-7.5%,0.0%,2.9%,6.4%,1.3%,-2.7%,0.0%,
CCOCCCNC(=O)c1ccc2c(=O)n(Cc3ccc4c(c3)OCO4)c(=S)[nH]c2c1,-0.4%,0.7%,2.7%,-0.8%,-0.7%,-1.2%,5.0%,-6.1%,5.2%,
CCOn1c(=O)c(=O)n(OC)c2ccccc21,.,0.3%,0.7%,6.9%,-7.7%,20.7%,-0.3%,-2.7%,6.0%,
Cc1cccc(-n2ncc3c(N4CCCC4)ncnc32)c1,-4.7%,0.6%,2.2%,-2.0%,-0.5%,13.0%,3.2%,-1.2%,11.0%,
CCN(CC(=O)NCc1ccc(F)cc1)C(=O)Cc1c(F)cccc1Cl,.,-0.7%,-1.9%,-8.0%,12.9%,9.7%,1.1%,-1.1%,8.6%,
SMILES,ER stress rescue,West Nile antiviral,PhoP inhibition,NS5 inhibitors,GPR35 antagonists,SV40 large T antigen,RSV antiviral HEp-2,LYP inhibition,Rac1 GTP hydrolysis,others
CC(=O)NC(Cc1ccc(F)cc1)C(=O)NC1CCN(c2ncccc2[N+](=O)[O-])CC1 (stereo not drawn),-0.1%,0.4%,-1.1%,-11.6%,-20.3%,6.3%,0.7%,-1.9%,4.1%,
CCOC(=O)CSc1nc(N)c2c3c(sc2n1)CCCC3,-1.7%,0.3%,-4.2%,0.0%,-0.1%,5.6%,1.2%,0.9%,6.7%,
CCc1nnc(NC(=O)CSc2nc3cc4c(cc3cc2CC)OCCO4)s1,-1.4%,3.1%,-3.8%,-1.4%,0.5%,2.9%,-0.5%,-4.8%,11.6%,
CCO[C@H]1OC(C(=O)N2CCN(Cc3ccccc3)CC2)=C[C@@H](c2cn(C(C)=O)c3ccccc23)[C@@H]1CCCO,5.7%,0.8%,-0.7%,-4.1%,-9.4%,3.5%,2.5%,-1.5%,7.2%,
O=C(Nc1ccc(Cl)cc1)Nc1nnc(/C=C/c2ccccc2)s1,.,0.0%,1.6%,-2.3%,-5.7%,13.8%,3.5%,2.3%,-5.2%,
O=C(NCC1CCCO1)c1cc2cc(Cl)ccc2[nH]1 (stereo not drawn),.,0.0%,-3.8%,-8.9%,2.4%,7.4%,9.1%,-11.4%,13.7%,
Cc1ccc(Sc2nc3c(c(=O)[nH]c(=O)n3C)n2CCc2ccccc2)cc1,-1.5%,1.3%,-3.9%,2.8%,7.2%,17.6%,-1.1%,-1.0%,5.5%,
COc1cc2c(cc1OC)C(C)N(S(=O)(=O)c1cnc(Cl)c(Cl)c1)CC2 (stereo not drawn),.,-1.6%,5.2%,-6.9%,16.4%,3.3%,1.6%,-13.2%,9.6%,
CC(C)NC(=O)CSc1ccccc1C(=O)NNC(=O)Cn1ccc(C(F)(F)F)n1,.,.,-7.4%,0.7%,.,11.7%,-1.8%,.,1.5%,
O=C(COC(=O)c1ccc(Cl)nc1)NCc1ccco1,0.9%,0.4%,-3.4%,-4.4%,3.3%,1.1%,-1.3%,-8.2%,6.2%,
O=C(CN(CC1CCCO1)C(=O)CNS(=O)(=O)c1ccc(F)cc1)NC1CCCCC1 (stereo not drawn),.,-0.2%,9.8%,-7.5%,-5.4%,1.3%,0.6%,-6.0%,8.8%,
CCOC(=O)C1=C(C)NC(=O)NC1c1cccs1 (stereo not drawn),0.2%,0.5%,-0.8%,1.6%,6.8%,16.6%,-0.2%,-7.8%,2.8%,
Cc1ccc2oc(=O)n(CC(=O)N3CCOCC3)c2c1,.,0.0%,-4.9%,-8.6%,11.7%,9.8%,.,-8.4%,13.9%,
O=C(NC1CCCC1)C1CCN(C(=O)Nc2cccc(Cl)c2)CC1,.,-0.6%,-3.4%,-2.9%,1.8%,24.9%,3.0%,-1.2%,3.1%,
Cc1cc(C)n(/N=C/c2cc([N+](=O)[O-])ccc2O)c(=O)c1,0.7%,0.4%,7.3%,-4.1%,-10.5%,6.8%,-1.9%,-2.2%,-1.6%,
Cc1c(NC(=O)c2cnc(Cl)c(Cl)c2)c(=O)n(-c2ccccc2)n1C,.,0.0%,-2.4%,0.0%,-1.1%,9.5%,0.1%,-8.7%,3.0%,
CC(=O)c1c(C)[nH]c(C(=O)CSc2nnc(C3CCCCC3)n2N)c1C,-3.2%,0.1%,-0.7%,-4.7%,0.7%,-3.3%,1.4%,-1.6%,10.6%,
CC(=O)Nc1ccc(NC(=O)CSc2nnc(NC(=O)C3CC(=O)N(c4ccccc4)C3)s2)cc1 (stereo not drawn),.,0.3%,3.7%,-6.5%,24.8%,21.4%,1.1%,-10.8%,1.4%,
NNc1nc(-c2ccccc2)c2ccccc2n1,1.8%,0.0%,2.3%,-15.1%,-14.5%,8.3%,1.0%,-1.1%,-6.9%,
CCCCCCC(O)(CCN1CCCCC1)c1ccccc1 (stereo not drawn),.,-1.9%,9.4%,0.7%,-17.6%,1.2%,2.6%,-7.5%,7.8%,
C=CCSC1=C(C#N)C(c2ccccc2Cl)C(C(=O)c2cccs2)C(O)(C(F)(F)F)N1 (stereo not drawn),-2.1%,-1.2%,-2.1%,-2.6%,36.2%,-1.1%,13.1%,1.1%,4.8%,
Cn1c(=O)c2[nH]c(=O)cnc2n(C)c1=S,1.3%,1.2%,2.8%,2.8%,3.5%,11.4%,1.7%,-4.2%,3.2%,
CCOc1cc2[nH]c(=S)n(CCC(=O)N3CCc4ccccc4C3)c(=O)c2cc1OCC,-1.3%,1.5%,-5.1%,0.3%,2.3%,3.3%,-2.5%,-0.4%,-0.7%,
O=C(Nc1cccc(Cl)c1N1CCCC1)c1ccc(Br)o1,0.4%,2.3%,14.9%,-2.7%,-19.2%,0.2%,?,-7.5%,3.3%,NS5 inhibitors pilot replicate=1.2
COc1cc(C2C(C(=O)c3cccs3)=C(O)C(=O)N2CCN2CCOCC2)cc(OC)c1OC (stereo not drawn),.,0.2%,-4.5%,.,-3.0%,14.0%,0.2%,-4.3%,7.4%,
O=C(O)c1nc2ccccc2nc1C(=O)O,-2.8%,-0.5%,1.1%,-8.1%,16.5%,-1.7%,1.0%,-11.8%,3.1%,
Cn1nc(-c2ccc(Cl)cc2)nc2c(=O)n(C)c(=O)nc1-2,-2.2%,0.1%,20.5%,.,12.2%,-14.7%,-2.2%,-0.7%,.,

# Of the compounds above, three contain a CF3 group.
SMILES,ER stress rescue,West Nile antiviral,PhoP inhibition,NS5 inhibitors,GPR35 antagonists,SV40 large T antigen,RSV antiviral HEp-2,LYP inhibition,Rac1 GTP hydrolysis,others
FC(F)(F)c1cccnc1-n1cncn1,.,-0.4%,-7.5%,0.0%,2.9%,6.4%,1.3%,-2.7%,0.0%,
CC(C)NC(=O)CSc1ccccc1C(=O)NNC(=O)Cn1ccc(C(F)(F)F)n1,.,.,-7.4%,0.7%,.,11.7%,-1.8%,.,1.5%,
C=CCSC1=C(C#N)C(c2ccccc2Cl)C(C(=O)c2cccs2)C(O)(C(F)(F)F)N1 (stereo not drawn),-2.1%,-1.2%,-2.1%,-2.6%,36.2%,-1.1%,13.1%,1.1%,4.8%,

# Screening data from PubChem BioAssay.
